# High-throughput results as filed in PubChem.
# ROMK primary: ROMK potassium channel modulators, primary screen, cell-based, thallium flux, MLSMR library; hit rate 2% among 130,000; ATP-sensitive inward rectifier potassium channel 1 (Homo sapiens), P48048; B-score at 10 µM; Tet-inducible ROMK, thallium flux fluorescence; actives lie on both sides;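 active = signal ratio slope over the read window, or its plate-corrected B-score, at least 3 SD from the plate mean, either direction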;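 note: B-score of the F/F0 ratio slope over 7 to 12 s after thallium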
# Target sequence (P48048 whole entry, looked up): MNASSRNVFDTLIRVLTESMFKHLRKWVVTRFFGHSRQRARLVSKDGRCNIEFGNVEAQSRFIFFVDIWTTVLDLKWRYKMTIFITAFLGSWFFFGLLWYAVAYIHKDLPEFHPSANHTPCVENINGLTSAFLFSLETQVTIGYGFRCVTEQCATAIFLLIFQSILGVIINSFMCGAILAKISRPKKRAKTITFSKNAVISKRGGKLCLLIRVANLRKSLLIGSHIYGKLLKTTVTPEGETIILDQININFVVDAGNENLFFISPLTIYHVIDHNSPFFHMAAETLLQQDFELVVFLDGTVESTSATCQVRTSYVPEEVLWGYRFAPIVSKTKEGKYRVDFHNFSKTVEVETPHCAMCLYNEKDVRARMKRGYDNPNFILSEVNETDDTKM
# APP 5UTR inh: inhibitors of APP translation via 5'UTR reporter, primary screen, APP 5'UTR luciferase, SH-SY5Y cells | SH-SY5Y APP 5'UTR-luciferase reporter, luminescence | inhibition, % at 2 µM | hit rate 0.82% among 190,000 | AID 1285, 2008;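 active = inhibition above a set limit, derived from the sample mean plus 3 SD, cut at about 45% in these data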; note: values of inactives mirror those of a sister screen read the other way
# FLuc stim CS: FLuc activators, initial screening, artefact control for FLuc-dependent activation tests, biochemical, ATPlite luminescence; Luciferin 4-monooxygenase (Photinus pyralis), P08659; ATPlite luciferase biochemical, 10 min; 0 = ATP-free wells, 1 = DMSO control; activation factor at 10 µM; 200,000 tested, under 10 active;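 active = luciferase activation factor, scaled between plate controls, of at least 2 with compound at 10 µM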
# Target sequence (P08659 whole entry, looked up): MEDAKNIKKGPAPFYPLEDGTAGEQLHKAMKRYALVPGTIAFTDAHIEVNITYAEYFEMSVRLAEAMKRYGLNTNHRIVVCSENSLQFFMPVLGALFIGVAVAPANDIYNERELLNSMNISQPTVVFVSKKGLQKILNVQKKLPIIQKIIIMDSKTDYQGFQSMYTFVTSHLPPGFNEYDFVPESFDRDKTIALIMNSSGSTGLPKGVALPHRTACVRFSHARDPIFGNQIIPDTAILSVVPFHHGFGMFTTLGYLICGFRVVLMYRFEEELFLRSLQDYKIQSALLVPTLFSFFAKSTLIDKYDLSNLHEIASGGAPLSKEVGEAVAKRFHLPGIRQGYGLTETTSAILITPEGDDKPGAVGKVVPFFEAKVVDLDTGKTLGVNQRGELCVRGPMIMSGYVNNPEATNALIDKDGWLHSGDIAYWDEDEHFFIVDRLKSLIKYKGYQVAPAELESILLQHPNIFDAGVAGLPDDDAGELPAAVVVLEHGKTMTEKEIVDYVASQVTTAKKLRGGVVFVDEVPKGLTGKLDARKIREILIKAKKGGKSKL
#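 Assay system: Luciferase/luciferin reagent mix; Medium: PBS as buffer for the ATP substrate; Dosing: test compounds dosed from 2 mM stocks in 100% DMSO; Times: 10 min, room temperature; Signal: luminescence from luciferase reaction; Read-out: luciferase activation; Controls: No-ATP low control, compound-free enzyme-plus-ATP high control.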
# STAT1 act: STAT1 signaling activators, primary screen, cell-based, HTS, luciferase reporter. NIH 3T3 STAT1-luciferase reporter, IFN-gamma, luminescence; 100% = IFN-gamma alone, no compound. activation (% of control), % at 5.5 µM. AID 932, 2007. hit rate 2.6% among 200,000;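 active = activation above the screen-wide mean activation plus 3 SD, cut at about 130% in these data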;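 note: raw ratio to IFN-gamma control signal so 100% means no change and 0% no light; values of inactives mirror those of a sister screen read the other way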
# APP 5'UTR act: activators of APP 5'UTR luciferase reporter, primary screen, SH-SY5Y cells | SH-SY5Y APP 5'UTR luciferase reporter, luminescence; zero percent = DMSO vehicle wells | activation, % at 2 µM | hit rate 1% among 190,000 | AID 1276, 2008;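 active = activation above a set limit, based on mean plus 3 SD of controls, cut at about 140% in these data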; note: values of inactives mirror those of a sister screen read the other way
# STAT3 inh: IL-6 driven STAT3 reporter inhibitors, primary screen, U3A cells, luciferase, luminescence, MLSCN library | IL-6 STAT3-luciferase reporter; host cell line lacks STAT1 | inhibition, % at 5.5 µM | hit rate 0.89% among 190,000 | AID 862, 2007;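 active = inhibition above the mean inhibition across all screened compounds plus 3 SD, cut at about 44% in these data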;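 note: 0% = DMSO only wells and 100% = 100 µM nifuroxazide control wells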
# FLuc inhib CS: firefly luciferase enzyme inhibitors, primary screen, artefact control for luciferase-based inhibitor screens, biochemical, luminescence, ATPLite. Luciferin 4-monooxygenase (Photinus pyralis), P08659. 10 min. inhibition, % at 10 µM. hit rate 1.5% among 200,000;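 active = inhibition above about 50% when tested at 10 µM, limit read from the data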
# STAT1 inh: STAT1 signaling inhibitors, primary screen, cell-based, HTS, luciferase reporter; NIH 3T3 STAT1-luciferase reporter, IFN-gamma, luminescence; hit rate 0.35% among 200,000; inhibition, % at 5.5 µM;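 active = inhibition above a set limit, the mean inhibition across all tested compounds plus 3 SD, cut at about 34% in these data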;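 note: 0% = IFN-gamma with DMSO and 100% = IFN-gamma with 300 µM nifuroxazide; values of inactives mirror those of a sister screen read the other way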
# STAT3 act: IL-6 driven STAT3 reporter potentiators, primary screen, U3A cells, luciferase, luminescence, MLSCN library. IL-6 STAT3-luciferase reporter; 100% = signal with IL-6 EC80 alone. activation (% of control), % at 5.6 µM. hit rate 0.91% among 190,000. AID 871, 2007;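 active = activation above the screen-wide mean of compound activation plus 3 SD, cut at about 130% in these data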;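 note: 0% = background luminescence of wells with medium and substrate only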
#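 Material: STAT1-lacking human U3A cells, STAT3 luciferase reporter | Benchmarks: IL-6-only wells as 100% reference | Probe or stimulus: IL-6 (33 ng/mL) | Timing: Compound 1 h, then IL-6 6 h at 37 °C | Detection: Luminescence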
# NF-kB expr up: activators of NF-kB expression in neurons, primary screen, cell-based, HTS; human neuronal cells, NF-kB reporter expression; active compounds read high; fold change at 12.5 µM; hit rate 1.6% among 190,000; AID 1239, 2008; in the data active = fold change above about 3.3
# Active calls of the source: *; x = no result given.
Structure	ROMK primary	APP 5UTR inh	FLuc stim CS	STAT1 act	APP 5'UTR act	STAT3 inh	FLuc inhib CS	STAT1 inh	STAT3 act	NF-kB expr up
Cc1noc(C)c1C(=O)Nc1ccc(Cl)cc1C(F)(F)F	x	7	1	108	-7	-2	-1	-8	103	1.1
COc1cc(-c2nc3oc4ccccc4c(=O)c3c(=O)n2Cc2ccco2)cc(OC)c1OC	x	-1	1	101	1	-7	-5	-1	109	0.33
COC(=O)CSc1nc2ccccc2o1	x	0	1	110	0	-3	-2	-11	106	0.97
CC(C)Cn1c(/C=C/c2ccccc2)nc2ccccc21	-1.8	-49	0.4	136*	49	4	58*	-40	98	2.1
O=S(=O)(c1ccc(OCC(O)CN2CCN(c3ccccc3O)CC2)cc1)N1CCOCC1 (configuration not stated)	x	6	1	96	-6	7	-1	4	96	1
Cc1cccc(NC(=O)c2ccccc2[N+](=O)[O-])n1	x	-16	1	99	16	7	0	1	101	1.2
Cn1c(CN2CCOCC2)nc2cc(NC(=O)COc3ccccc3)ccc21	0.96	-2	1.1	101	1	7	-8	-3	96	1.4
O=C(CCN1CCN(CCO)CC1)Nc1ccc(OCc2ccccc2)cc1	-0.56	-14	1.1	106	14	1	-10	-2	99	1.3
COc1ccc(NC(=O)CSc2nc(C)cc(C(F)(F)F)n2)cc1	x	-15	1	95	15	7	-4	5	98	0.96
O=C(CN1CCOCC1)Nc1ccc(Oc2ccccc2)cc1	1.1	-2	1	91	2	7	0	9	96	1.2
Cc1ccc(-c2csc(=Nc3cccnc3)n2CCCN2CCCC2=O)cc1C	-0.019	11	1.1	90	-11	3	-6	11	98	1.5
O=C(c1ccc(F)cc1)n1ccc(-c2cnc(-c3ccccc3)s2)n1	-0.078	-92	0.9	136*	92	3	9	-39	103	3.6*
COc1ccc(CN2CCCCC2c2cccnc2)c(OC)c1C (configuration not stated)	0.45	-7	1.1	98	7	16	-5	2	93	x
O=C(CSc1ccccc1F)NC(=O)NCc1ccco1	-0.61	-4	1	94	4	-8	4	7	107	1.3
O=C(Cc1ncc(C(F)(F)F)cc1Cl)NCc1ccco1	-0.12	-26	1.1	97	26	2	-7	3	99	1.4
CCOC(=O)CNc1nc(Cl)nc(Nc2ccccc2)n1	x	-16	0.9	120	16	-5	7	-24	107	1.8
C=C(C)C1CC=C(C)/C(=N/NC(=O)CNc2ccc(C)cc2C)C1 (configuration not stated)	x	-4	1.1	104	4	-3	-6	-5	105	1.2
COCc1cc(C)nc(N2CCc3ccccc32)c1C#N	-0.64	-15	1	104	15	12	-2	-8	93	1.7
CC(=O)N/N=C(\C)c1cccc(NC(=O)c2cccs2)c1	1.1	2	1	95	-2	11	-5	5	92	1.1
COCc1cc(C)nc(SCC(=O)Nc2ccc3c(c2)OCO3)c1C#N	x	1	1	95	-1	18	-1	5	87	1.3
Cc1ccc(N(Cc2ccccc2F)S(C)(=O)=O)c(C)c1	0.31	-13	1	92	13	9	-3	9	98	x
CN1CCN(C(=O)CN(C)S(=O)(=O)c2ccc3ccccc3c2)CC1	-0.89	-7	1	105	7	6	0	-5	103	1.2
COc1cccc(S(=O)(=O)Nc2ccc3sc(C)nc3c2)c1	0.21	0	1	95	0	6	-3	9	95	0.94
CCN(c1ccccc1)S(=O)(=O)c1ccc(C(=O)NCCCn2ccnc2)cc1	-0.16	12	1	97	-12	1	-3	3	106	1.2
COc1ccc(CNC(=O)CN2C(=O)CC(c3ccccc3)=Nc3ccccc32)cc1	0.94	24	1.1	104	-24	11	-7	-6	96	0.93
CCOC(=O)c1ccc(-n2c(N)c(C(=O)NCc3ccco3)sc2=S)cc1	-0.41	-10	1.1	103	10	3	-5	-3	100	1.3
CC(C)(C)NC(=O)CCN1CCOCC1	x	-14	1.1	104	14	-2	-5	-4	103	1.1
O=C(NCc1ccc2c(c1)OCO2)c1cc(-c2ccc(Cl)cc2Cl)on1	x	9	0.9	108	-9	12	9	-9	94	1.1
Nc1cc(OC(=O)c2cccs2)nn1S(=O)(=O)c1ccccc1	x	-10	1	99	10	-3	-2	1	106	1.1
O=C(COC(=O)CCC(=O)c1ccc(Cl)cc1)NCc1ccco1	-0.6	-16	1	104	16	0	3	-4	100	1.3
Cc1nnc2sc(SCc3cccc(Cl)c3)nn2c1=O	0.13	5	1.1	86	-5	9	-6	15	99	1
CN(Cc1ccon1)Cc1cn(Cc2ccccc2)nc1-c1ccc2c(c1)OCO2	-0.021	-11	1.1	94	11	1	-7	5	104	0.78
CCCCC(=O)NCCc1ccc(OC)cc1	-0.67	-4	1	93	4	5	-2	7	101	1.5
CCCNC(=O)c1ccccc1NC(=O)c1ccc(CSc2ccccc2)cc1	x	0	1	97	0	-12	0	4	115	0.67
COC(=O)c1cc2n(n1)CCN(Cc1cccc(OC)c1)C2=O	0.14	-8	1	103	8	15	1	-5	95	1.3
CCCCNC(=O)c1onc(CSc2ccc(F)c(F)c2)c1C(=O)O	-0.012	9	1.1	102	-9	7	-7	-2	100	1.1
CSC1=NCCN1S(=O)(=O)c1ccc2ccccc2c1	-0.3	6	1	101	-6	4	2	-3	102	1
COc1ccc(O[C@H]2C=C[C@@H](c3ccccc3)O[C@@H]2COC(=O)CC/C(C)=N/OC[C@@H](O)[C@H]2O[C@@H]3OC(C)(C)O[C@@H]3[C@H]2O)cc1	-2	0	1	92	0	1	-3	9	96	0.74
Cc1c(NC(=O)CSc2ccc(Cl)cc2)cccc1-c1nc2ncccc2o1	x	-10	1	100	10	27	-3	0	82	1.1
O=S(=O)(c1ccc(Oc2ccc(Br)cc2)cc1)N1CCOCC1	-1.7	-8	1.1	94	8	25	-9	6	82	0.74
COc1ccc(N/C(N)=N/c2nc(CSc3ccc(C)cc3)cc(=O)[nH]2)cc1	0.6	14	1	98	-14	19	-2	2	86	1
CC1CCCC(C)N1C(=O)COC(=O)c1ccc(O)cc1 (configuration not stated)	-0.045	5	1	100	-5	0	-1	1	101	1.1
CCOC(=O)c1c(NC(=O)CSc2nnc(-c3ccncc3)n2Cc2ccco2)sc(C(C)=O)c1C	x	-14	x	99	14	4	x	-2	98	x
CC(C)(C)NC(=O)CSCc1ccc(Br)cc1	-0.054	-6	1.1	98	6	12	-6	2	95	x
COC(=O)c1cnn2c(C(F)(F)F)cc(-c3ccco3)nc12	x	-6	1.1	95	6	7	-7	5	98	0.98
Cc1csc(NC(=O)c2cccn2C)n1	x	-90	0.7	131*	90	4	30	-35	98	3.2
Cc1cc(C(=O)OCC(=O)Nc2nc(-c3ccccc3)cs2)c(C)o1	0.068	-1	1	100	1	13	-3	2	93	1
O=c1c2ccccc2nc(SCc2ccc([N+](=O)[O-])cc2)n1-c1ccc(Cl)cc1	x	-20	1	95	20	-1	-4	5	100	1.1
CC(=O)OCCn1c(C)[n+](CCOC(C)=O)c2cc(Cl)c(Cl)cc21	-0.36	-17	1	103	17	7	-2	-3	96	0.96
CCCCn1c(CN2CCN(C(=O)OCC)CC2)nc2c1c(=O)[nH]c(=O)n2C	x	0	1	94	0	8	-5	7	96	0.88

# Other results:
Structure	ROMK primary	APP 5UTR inh	FLuc stim CS	STAT1 act	APP 5'UTR act	STAT3 inh	FLuc inhib CS	STAT1 inh	STAT3 act	NF-kB expr up
CCN(CC)C(=O)Nc1cnc2ccccc2c1	x	-37	1	109	37	-5	-1	-10	106	1.9
Cc1cc(C)n(C(=O)c2sc3cc(F)ccc3c2Cl)n1	0.94	5	1	100	-5	4	-3	0	100	1.2
CC1CCN(CCCNC(=O)c2n[nH]c(=O)c3ccccc23)CC1	0.97	-5	1	103	5	-1	1	-4	103	1.2
CCCCSc1nc2c(c(C(F)(F)F)c1C#N)CCC2	x	-8	1	99	8	2	-3	1	102	1.1
Cc1ccc(CN2C(=O)CCC2C(=O)N2CCN(c3ccccc3)CC2)cc1 (configuration not stated)	0.26	10	1	94	-10	8	-2	5	94	1.3
COc1cc(/C=N/NC(=O)CC23CC4CC(CC(C4)C2)C3)cc(Br)c1OCC(=O)N(C)C	x	8	1.1	104	-8	-12	-6	-5	112	0.43
COc1ccc(C2SCC(=O)N2c2c(C)n(C)n(-c3ccccc3)c2=O)cc1OC (configuration not stated)	x	9	1.1	97	-9	-1	-8	2	102	1.1
COCC1CCN(Cc2nc(Cc3ccccc3Cl)no2)CC1	0.032	-11	1	106	11	-2	-2	-8	105	1
COc1ccc(-c2nnc(S/C(=C/c3ccc(Cl)cc3)C(=O)O)o2)cc1	-1.3	12	1	107	-12	-5	4	-9	105	1.1
COc1ccccc1N1CCN(C(=O)CSc2nc3ccccc3o2)CC1	-0.28	-22	1	95	22	-8	-4	6	107	1.4
COC(=O)C1=C(C)NC(=O)CC1c1ccc(F)c(Br)c1 (configuration not stated)	-1.3	-7	1	103	7	-1	-4	-1	102	1.2
CSc1nnc(-c2ccccc2N=Cc2c(C)[nH]n(-c3ccc4ccccc4c3)c2=O)c(=O)[nH]1	x	-32	0.6	117	33	-1	39	-18	104	1.7
CCOc1cc(CNn2cn[nH]c2=S)cc(Cl)c1OCc1ccccc1F	x	-31	1.1	101	31	7	-10	-1	93	1.2
CC(=O)c1c(C(C)=O)c(C)n(-c2ccc3ncccc3c2)c1C	x	5	1.1	91	-5	-1	-6	8	104	1.2
COc1ccc(-c2nnc(SCC(=O)Nc3cc(C)on3)o2)cc1	-0.042	0	1	97	0	17	0	3	92	1.2
COC(=O)CSc1nc(N)c2c3c(sc2n1)CCCC3	-0.25	-3	0.9	119	3	0	10	-22	104	1.1
COc1ccc(OCC(O)CN(CCO)CC(O)Cn2ccc3ccccc32)cc1 (configuration not stated)	-2.3	4	1	97	-4	-2	-2	3	100	0.83
CC(C)COP(=O)(c1ccc(N(C)C)cc1)C(Nc1ccccc1)c1ccccc1 (configuration not stated)	x	-16	1	107	16	-11	-2	-7	109	0.97
COCCNC(=O)CN(C(=O)c1ccc(N2CCCC2)nc1)c1ccccc1	-0.16	2	1.1	98	-2	9	-8	2	99	1.1
COC(=O)C1C(=O)C=C(Nc2ccc(F)cc2F)CC1c1ccc(OC)cc1 (configuration not stated)	-0.62	-19	1	106	19	-8	-3	-7	107	1.7

# An unsorted share of the library; about 7.1% have a hit in one of these screens.
